Source: PubChem BioAssay
IDE act: human IDE activators in live cells, primary screen, fluorescence polarization, HEK cells, FAbeta-B substrate; actives 0.073% (n = 340,000); FAbeta-B cleavage; 0% vehicle, 100% cell-free pure enzyme wells; Insulin-degrading enzyme (Homo sapiens), P14735; activation, % at 5.96 µM;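 active = activation above the mean of all tested compounds plus 3 SD, set per screening campaign, cut at about 17% in these data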
GalR3 antagonist: GalR3 antagonists in HEK293 cells, primary screen, cell-based, fluorescence readout; inhibition, % at 3 µM; actives 0.44% (n = 360,000); Galanin receptor type 3 (Homo sapiens), O60755; AID 651719, 2012; HEK293 GalR3-CNG cAMP membrane potential fluorescence; galR3 body fused to GalR1 C-terminus;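 active = inhibition above the screen-wide average plus 3 SD, cut at about 13% in these data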;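 note: forskolin and galanin both at EC90 stimulate the cells; cAMP rise reported by CNG channel membrane potential dye signal; 0% = forskolin plus galanin with DMSO and 100% = forskolin alone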
IDE cell inh: human IDE inhibitors in live cells, primary screen, fluorescence polarization, HEK cells, FAbetaB substrate; inhibition, % at 5.59 µM; actives 0.41% (n = 320,000); Insulin-degrading enzyme (Homo sapiens), P14735; FAbetaB cleavage;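 active = percent inhibition above the average of all tested compounds plus 3 SD, set per screening campaign, cut at about 16% in these data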;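 note: IDE supplied by intact live HEK cells; FP after avidin binding of uncleaved biotin substrate so inhibition keeps polarization high; 0% = DMSO wells and 100% = 60 µM reference IDE inhibitor Ii1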
CRFR2-BP antag: antagonists of CRF-BP/CRF-R2 complex, primary screen, cell-based, HEK293, calcium dye fluorescence, uHTS. CRF-induced calcium fluorescence. inhibition, % at 11.8 µM. actives 0.59% (n = 350,000). AID 588475, 2011;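 active = inhibition of the ligand-induced calcium signal above about 50% at the single tested concentration, limit read from the data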
HCV NS3 hel inh: inhibitors of HCV NS3 helicase, primary screen, biochemical, Cy5 molecular beacon fluorescence | Hepatitis C virus NS3 helicase | AID 1800, 2009 | NS3 helicase DNA unwinding | actives 0.56% (n = 290,000) | inhibition, % at 10.9 µM;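 active = inhibition above the mean of all tested compounds plus 3 SD, set per campaign, cut at about 35% in these data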;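 note: 0% = DMSO wells and 100% = thioflavine S control wells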
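Measured by: Cy5 fluorescence, 0 and 60 min reads / Assay system: NS3 helicase fragment of HCV / Control set: low DMSO, high thioflavine S at 110 µM / Times: 1 h reaction at 25 °C, ATP-initiated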
VIM-2 inhibitor: VIM-2 metallo-beta-lactamase inhibitors, primary screen, biochemical, epi-absorbance readout, Pseudomonas aeruginosa enzyme | actives 0.89% (n = 290,000) | AID 1527, 2009 | purified VIM-2, nitrocefin hydrolysis, epi-absorbance fluorescence | inhibition, % at 5.6 µM;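 active = inhibition above the mean of all tested compounds plus 3 SD, cutoff set per screening run, cut at about 7.5% in these data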;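 note: red hydrolysis product quenches plate fluorescence so inhibitors raise well fluorescence; 0% = enzyme with DMSO and 100% = DMSO without enzyme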
UBC9 SUMO inh: inhibitors of in vitro SUMOylation cascade, primary screen, biochemical, HTRF, uHTS; SUMO-conjugating enzyme UBC9 (Homo sapiens), P63279; HTRF SUMOylation assay, SAE1/SAE2 + UBC9; inhibition, % at 35 µM; actives 0.36% (n = 290,000); in the data active = inhibition above about 50%, passing the limit was not always enough; note: strong numbers were not always called active
IMP-1 inhibitor: IMP-1 metallo-beta-lactamase inhibitors, primary screen, biochemical, epi-absorbance readout, Pseudomonas aeruginosa enzyme | metallo-beta-lactamase IMP-1 (Pseudomonas aeruginosa) | purified IMP-1, nitrocefin hydrolysis, epi-absorbance fluorescence | inhibition, % at 5.6 µM | actives 0.45% (n = 290,000) | AID 1556, 2009;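 active = inhibition above the mean plus 3 SD of all compounds in the same screening run, cut at about 4.5% in these data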;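 note: 0% = IMP-1 with DMSO and 100% = DMSO wells lacking enzyme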
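Assay system: purified IMP-1; Quantity: IMP-1 0.2 nM before substrate addition; Medium: HEPES buffer pH 7.1 with ZnSO4 and Brij 35; Incubation: 15 min enzyme–compound preincubation, then 25 min nitrocefin reaction, 25 °C; Signal: fluorescence quenching readout, ex 480/em 530 nm; Controls: DMSO with and without IMP-1; Repeats: singlicate testing.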
pCIP destab: p/CIP-EGFP fusion destabilizers, primary screen, fluorescence, F442A cells. Q05BA5. 16 h. decrease of EGFP signal, % at 10 µM. actives 0.01% (n = 290,000). AID 1984, 2009;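 active = EGFP signal decrease of at least 30% at 10 µM or well 3 SD below plate mean, unless failing retest; inactive = the rest, including hits failing retest or dose response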; note: some compounds called inactive have numbers as strong as hits; many of its hits are not listed in these tables
The depositor's hits bear a star; . = no result given.

The line under a structure holds: IDE act | GalR3 antagonist | IDE cell inh | CRFR2-BP antag | HCV NS3 hel inh | VIM-2 inhibitor | UBC9 SUMO inh | IMP-1 inhibitor | pCIP destab
#1 CCC(C)(C)C(=O)Nc1cc([N+](=O)[O-])ccc1F
  7.3 | -0.9 | 7.5 | 6.8 | 12.5 | -3.1 | -7.3 | -5.3 | -0.6
#2 CC(C)C(OC(=O)C1=Cc2ccccc2OC1)C(=O)NC1CCCC1 (stereo not drawn)
  1.3 | 0.9 | 2.8 | 5.1 | -2.2 | -4.2 | -10.1 | -6.1 | 6.6
#3 Cc1ccc(-c2cc(-c3ccccc3)c(C#N)c(Br)n2)cc1
  0.7 | 0.3 | -6.0 | -1.4 | 2.1 | -0.2 | -18.1 | -1.9 | 6.4
#4 CO/N=C/Cc1c([N+](=O)[O-])c(C)nn1C
  -2.7 | -2.8 | 3.1 | 6.9 | -12.9 | 0.3 | 3.0 | 0.0 | 2.2
#5 Cc1ccc(C)c(S(=O)(=O)N2CCCC2CNC(=O)C(=O)NC2CCCCCC2)c1 (stereo not drawn)
  0.2 | -2.9 | 9.5 | 1.6 | . | . | . | . | .
#6 COc1ccccc1OCC(=O)n1cc(C(=O)c2cc(Cl)cc(Cl)c2O)cn1
  -3.6 | 1.9 | -3.5 | 23.7 | 14.2 | -3.7 | -20.5 | -3.7 | 5.2
#7 CCNC(=O)/C(C#N)=C/c1c(N2CCN(c3ccc(OC)cc3)CC2)nc2c(C)cccn2c1=O
  -2.8 | -1.2 | 7.0 | -49.9 | -6.9 | 0.5 | 9.4 | -1.4 | 1.0
#8 N/C(=N\OC(=O)c1ccc(Cl)cc1)c1nonc1N
  4.5 | -7.1 | -2.4 | -14.1 | 8.8 | -0.7 | -4.4 | -1.6 | -3.5
#9 Cc1scc(C(=O)NNC(=S)NC(C)c2ccccc2)c1C (stereo not drawn)
  1.6 | -2.4 | 7.6 | 8.4 | -7.8 | -2.2 | -21.6 | -0.4 | -12.5
#10 O=C(CCN1CCc2ccccc2C1)Nc1ccccc1F
  -2.1 | -5.9 | 7.0 | -26.7 | -2.8 | 0.2 | 8.3 | 1.2 | -8.9
#11 NC(=O)c1ccc(NC(=O)CSc2nnc(C3CC3)n2C2CC2)cc1
  2.6 | -2.6 | 4.2 | -0.4 | . | . | . | . | .
#12 CCOc1ccccc1CNn1nnnc1N
  -0.2 | -3.2 | 0.5 | 5.4 | 6.0 | -3.4 | 14.5 | 0.0 | -1.3
#13 O=C(C[C@H]1C/C=C\CC[C@H](Cc2ccc(F)cc2)C(=O)OC[C@H]2CCCN2C1=O)N[C@@H](CO)Cc1ccccc1
  2.9 | -2.8 | 1.1 | -0.9 | . | . | . | . | .
#14 O=C(N/N=C1/C(=O)c2cccc3cccc1c23)c1ccc(Cl)cc1
  5.6 | -0.2 | 0.4 | 15.2 | 5.5 | -4.5 | 16.0 | -0.4 | -5.0
#15 C=CCOC(=O)C1=C(C)NC(=O)NC1C1CC=CCC1 (stereo not drawn)
  -11.4 | -2.3 | 1.8 | 14.0 | -2.3 | 0.0 | 8.6 | -2.2 | -3.8
#16 CC(=O)c1cn(CC(=O)Nc2ccc(C)cc2C)c2ccccc12
  0.1 | 2.1 | -6.1 | 7.6 | -6.6 | -2.9 | 19.7 | -1.3 | -6.4
#17 CC1(COS(N)(=O)=O)CCCCC1
  4.8 | . | 0.9 | -2.1 | 0.5 | -0.7 | 4.2 | -3.5 | -1.6
#18 Cc1cc(C)n(C(=O)CCNC(=O)c2ccccc2Cl)n1
  -5.8 | -1.2 | -1.7 | 3.1 | -1.1 | -1.9 | 0.5 | -4.5 | -13.2
#19 COc1cccc(/C=C/C(=O)OCC(=O)NC(=O)NC2CCCC2)c1
  -10.3 | -4.9 | 4.0 | -20.5 | . | . | . | . | .
#20 Cc1cccc(-c2noc(CN(C(=O)c3ccc(Br)o3)C(C)C)n2)c1
  4.0 | 4.5 | 6.1 | 2.8 | -8.0 | -4.4 | 19.2 | -8.2 | -7.4

An excerpt from above with just pCIP destab.
item	SMILES	pCIP destab
15	C=CCOC(=O)C1=C(C)NC(=O)NC1C1CC=CCC1 (stereo not drawn)	-3.8
16	CC(=O)c1cn(CC(=O)Nc2ccc(C)cc2C)c2ccccc12	-6.4
17	CC1(COS(N)(=O)=O)CCCCC1	-1.6

Fetched one by one from above:
The line under a structure holds: IDE act | GalR3 antagonist | IDE cell inh | CRFR2-BP antag | HCV NS3 hel inh | VIM-2 inhibitor | UBC9 SUMO inh | IMP-1 inhibitor | pCIP destab
#7 CCNC(=O)/C(C#N)=C/c1c(N2CCN(c3ccc(OC)cc3)CC2)nc2c(C)cccn2c1=O
  -2.8 | -1.2 | 7.0 | -49.9 | -6.9 | 0.5 | 9.4 | -1.4 | 1.0
#11 NC(=O)c1ccc(NC(=O)CSc2nnc(C3CC3)n2C2CC2)cc1
  2.6 | -2.6 | 4.2 | -0.4 | . | . | . | . | .

(listing goes on)
The line under a structure holds: IDE act | GalR3 antagonist | IDE cell inh | CRFR2-BP antag | HCV NS3 hel inh | VIM-2 inhibitor | UBC9 SUMO inh | IMP-1 inhibitor | pCIP destab
#21 C/C(=N\NC(=O)COc1c(C)cccc1C)c1cccs1
  1.6 | -0.5 | 0.2 | 14.0 | -16.7 | -2.4 | -0.8 | -2.3 | -6.4
#22 CN(C(=O)c1ccc(OC2CCN(C(=O)c3cccnc3)CC2)cc1)C1CCCCC1
  0.0 | -7.0 | 0.8 | 7.6 | -6.2 | -5.0 | -11.3 | -3.4 | 5.7
#23 COc1ccc(-c2csc(N3CCN(C(=O)c4ccco4)CC3)n2)cc1
  -24.6 | -2.7 | 3.3 | 9.3 | 33.0 | 0.7 | 17.7 | -2.0 | -20.3
#24 CCOC(=O)c1sc2nc(C)nc(SCC(=O)N(C)C3CCS(=O)(=O)C3)c2c1C (stereo not drawn)
  1.9 | -3.6 | 4.5 | -6.8 | -2.7 | -1.1 | 12.7 | -1.5 | -2.1
#25 CCN(CC(=O)NCc1ccc2c(c1)OCO2)S(=O)(=O)c1ccc(F)cc1
  -1.7 | -7.8 | 2.0 | -5.7 | 1.1 | -1.3 | -3.5 | -1.7 | -3.0
#26 CC(C)N1CCC(N2CCN(Cc3cnc(-c4ccccc4)s3)CC2CCO)CC1 (stereo not drawn)
  1.0 | -2.5 | -2.7 | -12.8 | -2.0 | -1.5 | 11.4 | -1.9 | 9.4
